# Screens as filed in PubChem.
# V1aR counter: activates human V1a receptor in oxytocin agonist counter-screen. P37288. CHO-V1R cells, Fluo-8 calcium fluorescence, agonist mode; 0% DMSO, 100% 3 nM vasopressin. activation, % at 3 µM. 320,000 compounds, 0.25% hits;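 active means activation above the mean activation of all tested compounds plus 3 SD, per screening run, cut at about 20% in these data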;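 further: signal is peak over basal fluorescence ratio across a 100 second FLIPR read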
# Target sequence (P37288 whole entry, looked up): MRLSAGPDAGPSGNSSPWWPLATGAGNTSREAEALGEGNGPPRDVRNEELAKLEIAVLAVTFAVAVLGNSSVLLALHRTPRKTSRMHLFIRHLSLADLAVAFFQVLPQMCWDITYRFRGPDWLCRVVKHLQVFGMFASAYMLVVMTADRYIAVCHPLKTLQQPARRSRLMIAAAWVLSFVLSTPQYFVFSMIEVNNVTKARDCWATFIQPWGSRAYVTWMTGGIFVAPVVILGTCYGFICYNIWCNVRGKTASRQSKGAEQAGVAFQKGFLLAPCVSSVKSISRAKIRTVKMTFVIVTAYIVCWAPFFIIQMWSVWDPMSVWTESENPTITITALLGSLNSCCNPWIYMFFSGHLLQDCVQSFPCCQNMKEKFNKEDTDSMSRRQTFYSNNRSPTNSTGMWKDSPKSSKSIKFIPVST
# TAAR1 agonist: human TAAR1 agonism | 360,000 compounds, 0.99% hits | CHO RD-HGA16 TAAR1, Fluo-8 calcium fluorescence; vehicle wells 0%, saturating PEA agonist 100% | activation, % at 3 µM;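 active means activation above the mean activation of all test compounds in the run plus 3 SD, cut at about 38% in these data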
# Target sequence (Q96RJ0 whole entry, looked up): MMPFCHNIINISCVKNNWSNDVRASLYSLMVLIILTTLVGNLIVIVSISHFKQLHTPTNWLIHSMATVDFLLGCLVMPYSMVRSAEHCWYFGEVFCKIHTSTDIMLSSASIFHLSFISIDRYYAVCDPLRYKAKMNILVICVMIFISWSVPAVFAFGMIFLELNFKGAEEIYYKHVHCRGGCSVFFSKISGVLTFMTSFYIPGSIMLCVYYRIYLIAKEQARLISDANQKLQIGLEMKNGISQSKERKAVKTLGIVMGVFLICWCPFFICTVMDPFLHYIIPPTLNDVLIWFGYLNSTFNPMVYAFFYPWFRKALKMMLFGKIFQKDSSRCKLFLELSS
#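 Repeats: no replicates (n 1) | Material: CHO-derived RD-HGA16 cells with stable Gα16 and human TAAR1 | Technique: Kinetic Fluo-8 calcium fluorescence | Schedule: 17-24 h seeding, 75 min 37 °C dye, 30 min RT | Evaluation: % activation from peak over basal fluorescence ratio, DMSO-to-PEA scaled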
# OXTR ag: activates the human oxytocin receptor. AID 2435. CHO-OTR cells, Fluo-8 calcium fluorescence; normalized: DMSO 0%, oxytocin 100%. P30559. activation, % at 3 µM. 320,000 compounds, 0.32% hits;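 active means activation above the mean of all tested compounds plus 3 SD, cutoff set per screening run, cut at about 20% in these data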;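 further: peak over basal fluorescence ratio from a 100 s FLIPR kinetic read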
# CHRM1 PAM: human CHRM1 positive allosteric modulation | AID 588819 | 360,000 compounds, 0.088% hits | CHO-K1 hM1, Fluo-8 calcium fluorescence, ACh EC20; 0% = ACh EC20, 100% = maximal ACh | P11229 | activation, % at 3 µM; in the data active means activation above about 19%, passing the limit was not always enough
# TAAR1 antagonist: human TAAR1 antagonism. Q96RJ0. CHO RD-HGA16 TAAR1, Fluo-8 calcium fluorescence, antagonist. inhibition, % at 3 µM. 360,000 compounds, 1.5% hits;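 active means inhibition above a per-plate cutoff, the mean inhibition of test compounds on that plate plus 3 SD, cut at about 49% in these data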;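 further: 0% = DMSO plus EC80 beta-PEA response and 100% = DMSO alone without agonist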
#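 System: CHO RD-HGA16 cells bearing hTAAR1. Reagent: EC80 β-phenethylamine stimulus. Schedule: seeding 17-24 h prior, 75-min 37 °C, 30-min RT dye loading. Signal: Fluo-8 intracellular calcium dye fluorescence, real-time kinetic reads. Read-out: % inhibition from peak post-agonist over basal fluorescence ratio. Benchmarks: vehicle wells and EC80 agonist wells. Replicates: n of 1.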
# M1 ag: agonists of human M1 muscarinic receptor | CHO-K1 hM1, Fluo-8 calcium fluorescence, agonist mode; 0% DMSO, 100% acetylcholine EC100 | activation, % at 3 µM | 360,000 compounds, 0.33% hits | AID 588814;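 active means activation above the run's mean compound activation plus 3 SD, cut at about 16% in these data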;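 further: peak over basal fluorescence ratio within a 140 s kinetic read after compound addition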
# M1 antag: blocks human M1 muscarinic receptor. P11229. CHO-K1 hM1, Fluo-8 calcium fluorescence, ACh EC80 antagonist. inhibition, % at 3 µM. 360,000 compounds, 1.3% hits;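 active means percent inhibition above its own plate's cutoff, namely the mean of that plate's compound wells plus 3 SD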;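 further: peak over basal fluorescence ratio during 140 s after agonist addition; 0% = ACh EC80 plus DMSO and 100% = DMSO alone without agonist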
# CHO parental Ca: counter-screen: ATP calcium response change in parental CHO cells; inhibition, % at 5.6 µM; parental CHO-K1, ATP-induced calcium, Fluo-8 fluorescence; 330,000 compounds, 0.63% hits;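 active means inhibition above that plate's mean sample inhibition plus 3 SD, cut at about 26% in these data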;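 further: 0% = ATP-challenged DMSO wells and 100% = DMSO wells without ATP; some compounds past the cut are filed as inactive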
#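 Test system: untransfected parental CHO cell line. Compound: one dose, 5.6 µM nominal. Detection: intracellular calcium via Fluo-8 no-wash fluorescent dye. Measure: % inhibition. Benchmarks: ATP-challenged DMSO wells low, unchallenged DMSO wells high.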
# OXTR potentiate: potentiates the human oxytocin receptor response; CHO-OTR cells, Fluo-8 calcium fluorescence, potentiator mode; 0% = oxytocin EC15, 100% = EC100; activation, % at 3 µM; 320,000 compounds, 0.061% hits; AID 2445;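 active means activation above that plate's cutoff, the mean activation of tested compounds plus 3 SD, cut at about 6.6% in these data, passing the limit was not always enough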;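 further: 100% uses oxytocin at 75 nM as the full agonist control; some results filed as inactive read as strong as hits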
#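 Material: human OTR in CHO cells. Compound: 3.0 µM, one dose. Timing: compound 6 min at room temperature before oxytocin, 100 s read. Evaluation: % activation of max/min ratio relative to oxytocin controls. Replication: single well per compound, singlicate. Signal: Fluo-8 calcium dye fluorescence.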
# An asterisk follows results filed as active; nt = not tested or not shown.
SMILES,V1aR counter,TAAR1 agonist,OXTR ag,CHRM1 PAM,TAAR1 antagonist,M1 ag,M1 antag,CHO parental Ca,OXTR potentiate
COc1ccc(CN2CCC(CO)(Cc3ccccc3C(F)(F)F)CC2)c(F)c1,4.0,11.4,4.2,-14.0,-18.8,-4.1,17.0,-11.6,-3.7
O=C(Nc1ccc2c(c1)OCO2)c1ccc([N+](=O)[O-])cc1[N+](=O)[O-],3.0,0.3,0.3,-5.6,0.2,-5.6,5.2,-2.8,-9.6
CCOCC(=O)Nc1c(C(=O)Nc2ccc3c(c2)OCCO3)oc2ccccc12,-1.6,0.1,-2.3,-3.1,22.2,-5.8,11.8,-26.1,-8.2
CN(C)S(=O)(=O)c1ccc(C(=O)NCC(=O)Nc2ccc(F)c(F)c2)cc1,1.8,7.2,0.8,4.6,5.3,-4.5,-1.0,-0.7,-0.9
O=C(NCCS(=O)(=O)NCc1ccccc1)c1ccc2c(c1)OCO2,-0.1,0.1,-0.6,-0.4,18.0,-3.1,0.3,-12.4,-2.8
CSc1ccc(CN(C)C(C)C(=O)NCc2ccccc2)cc1 (configuration not stated),-0.5,3.7,-0.7,-3.7,-11.7,-3.8,3.5,-39.2,-2.1
CCOC(=O)C1(C)C=C(Nc2ccccc2)C(=O)N1c1ccccc1 (configuration not stated),-1.2,0.8,-2.9,-1.8,-13.7,-6.9,9.5,1.2,-11.6
CCCC1N2CC3([N+](=O)[O-])CN1CC([N+](=O)[O-])(C2)C3(C)C (configuration not stated),0.5,2.5,-0.1,4.5,9.4,0.0,2.1,-9.5,0.2
O=C(CN1C(=O)COc2ccccc21)N(Cc1cccnc1)Cc1cccc(F)c1,-0.1,13.3,0.4,-0.5,0.7,-2.4,-6.4,-12.2,-7.3
Cn1nc(-c2ccc(C(=O)Nc3ccc(F)cc3)cc2)c2ccccc2c1=O,1.1,nt,-0.8,-10.4,nt,-9.4,6.7,-6.7,-18.7
COc1ccc(-c2nnc(SCc3ccccc3F)o2)cc1,3.1,18.5,-0.6,-1.7,20.5,-4.0,-1.9,-16.0,-10.4
CC(=O)Nc1cc(-c2ccccc2N(C)C)cn2c(-c3ccccc3)cnc12,nt,18.6,nt,-5.0,40.1,1.0,-2.6,nt,nt
CC(NC(=O)CN(c1ccc(F)cc1)S(C)(=O)=O)c1ccccc1 (configuration not stated),1.4,4.0,-0.9,4.9,-10.2,-4.7,-8.8,-8.4,-6.9
CCOC(=O)C1(Cc2cccc(OC)c2)CCCN(CCO)C1 (configuration not stated),0.4,0.1,-0.3,2.6,-9.5,-4.3,-5.2,-19.9,-11.8
COc1ccc(NC(=O)NN(C(=O)c2ccccc2)C(C)(C)C)cc1,0.4,1.2,0.8,8.3,-1.3,-6.9,-0.9,-1.8,-3.9
CCOC(=O)c1ccc(N2C(=O)CC(NNC(=O)c3ccc(Br)s3)C2=O)cc1 (configuration not stated),0.9,4.3,-1.1,2.9,-22.5,0.4,-11.3,10.6,-7.9
Cc1ccc(C)c(S(=O)(=O)N2CCN(C(=O)Cn3[nH]c(=O)c4ccccc4c3=O)CC2)c1,1.6,2.6,-0.7,1.0,-3.2,-6.2,-9.4,-31.7,-19.2
COc1ccc(CNC(=O)c2ccc(-c3ccccc3)cc2)cc1,0.1,4.3,-1.0,4.3,31.7,-3.9,-3.8,1.4,-14.9
Cc1cc(C)cc(C(=O)Nc2cccnc2Cl)c1,-0.8,-1.8,-0.8,4.7,-13.6,-6.5,-8.0,-8.2,5.0
C[C@H](NCc1c[nH]c2ccccc12)c1ccccc1,1.5,6.2,4.2,5.2,2.6,-4.3,-11.8,-19.2,-5.2
COc1ccc(C)cc1S(=O)(=O)n1cnc2ccccc21,-0.7,0.3,-0.7,12.7,-33.7,-4.7,-17.3,-10.4,-8.5
FC(F)(F)c1cccc(Cc2noc(CN3CCCC3)n2)c1,0.6,0.1,-1.4,13.8,-5.4,-15.7,-4.2,3.5,-3.8
CCN(Cc1ccccc1)C(=O)c1cc(COc2c(F)cccc2F)on1,0.7,-2.0,-2.1,3.0,-16.6,-3.9,-13.4,-21.6,-29.4
Cc1ccccc1N(CC(=O)NCCSCc1ccco1)S(C)(=O)=O,-1.1,2.3,-0.7,-0.6,-16.9,-4.0,5.3,-7.2,-7.3
O=C(NCc1nc2ccccc2[nH]1)C1=C[C@H](c2ccc(C(F)(F)F)cc2)C[C@H](OCc2ccc(CO)cc2)O1,0.2,7.6,-0.1,1.4,19.3,-3.4,-6.3,-35.0,-10.6
COc1ccc(CN2CCC(C(=O)N3CCCC(C)C3)CC2)cc1OC (configuration not stated),1.0,2.8,0.6,3.7,-8.4,-9.9,-2.1,-7.8,-0.9
CN(C)CCCN(C(=O)c1ccc(S(=O)(=O)N2CCCCC2)cc1)c1nc2cc3c(cc2s1)OCO3,6.2,18.3,2.9,-9.3,4.3,-5.0,9.8,0.1,1.7
N#C/C(=C/c1ccc(N2CCCCC2)cc1)c1cccc(F)c1,0.1,5.8,-1.0,1.3,5.7,-8.1,1.1,1.4,-6.5
COC(=O)c1ccccc1NC(=O)CSc1nnnn1CC(=O)O,0.2,2.0,-0.1,15.4,-17.3,-2.9,-9.7,-2.9,-5.7
Cc1cc(C)c(NC(=O)CN(c2ccccc2)S(=O)(=O)N(C)C)c(C)c1,-0.7,-1.3,-1.1,7.7,-1.6,-0.5,-2.4,-15.7,-5.1
O=C(Nc1ccc(F)cc1)c1nsc(Cl)c1Cl,-1.9,-1.1,-1.8,3.6,10.0,-4.0,-1.4,-5.5,-1.9
CCOC(=O)C1=C(COC(=O)c2cc([N+](=O)[O-])ccc2Cl)NC(=O)NC1C (configuration not stated),nt,5.6,nt,6.8,1.0,-0.4,-17.1,nt,nt
O=[N+]([O-])c1cc(Cl)ccc1-c1nc(-c2ccccc2)no1,0.7,1.3,-1.4,-1.4,-32.1,-7.4,-6.3,-11.0,-1.9
COc1cc(NC(=O)c2cccnc2)c(Cl)cc1NC(=O)c1ccccc1,0.7,6.0,0.6,-2.4,-2.8,-1.1,1.8,5.4,-6.9
O=C1/C(=C/c2ccncc2)SC(=S)N1N1CCOCC1,1.4,3.9,4.6,22.2,-3.1,0.1,-17.6,-11.4,-3.6
O=C(Oc1ccc2c(c1)OCO2)c1cccs1,-0.1,5.7,-0.7,-3.2,13.5,-3.7,10.5,-3.4,-0.1
Cc1ccc(CNC(=O)C2CCC(=O)N(C3CC3)C2)cc1 (configuration not stated),0.1,1.6,0.9,-3.7,-20.1,-1.0,13.9,-5.8,-3.9
COc1ccc(C(=O)N(Cc2ccco2)Cc2cc3cc(C)ccc3[nH]c2=O)cc1OC,-0.9,10.3,-2.1,2.3,28.7,-3.3,-0.7,-35.7,-14.1
CC(=O)c1c(O)c2cccc3c2n(c1=O)CCC3,-0.6,3.7,0.2,-3.6,-26.3,-3.6,17.7,-10.3,-10.8
CN(C(=O)c1cccc(NC(=O)c2ccco2)c1)c1ccccc1,2.1,-0.2,0.7,6.0,3.7,-2.9,-11.0,-10.1,-5.2
COC(=O)C1=C(C)N(Cc2ccco2)C(=O)N[C@@H]1c1ccco1,-0.1,1.1,-0.6,-0.6,6.1,-4.2,9.3,-27.6,1.9
O=C1CN(c2nc(-c3ccccc3)c3cc(Cl)ccc3n2)c2ccccc2N1,0.6,7.6,-0.7,5.1,-36.8,-2.3,1.5,1.1,-3.5
CCOC(=O)c1c(NC(=O)CCC(=O)N(CC)CC)sc2c1CC(C)(C)OC2,1.2,-2.7,-0.1,1.1,-4.3,-3.0,-2.7,-3.8,0.8
C=CCOC(=O)C1=C[C@H](c2ccc(C(F)(F)F)cc2)[C@@H](CCCO)[C@H](OCC)O1,0.6,14.0,-0.8,10.2,-22.3,-4.7,-3.2,-11.6,-2.7
COc1ccc(C(O)c2ncc(-c3cccc(C(F)(F)F)c3)[nH]2)cc1F (configuration not stated),nt,15.7,nt,6.4,-14.3,4.4,-16.3,nt,nt

# Looked up by structure from the entries so far, 2 records:
SMILES,V1aR counter,TAAR1 agonist,OXTR ag,CHRM1 PAM,TAAR1 antagonist,M1 ag,M1 antag,CHO parental Ca,OXTR potentiate
O=C1CN(c2nc(-c3ccccc3)c3cc(Cl)ccc3n2)c2ccccc2N1,0.6,7.6,-0.7,5.1,-36.8,-2.3,1.5,1.1,-3.5
COc1ccc(C(O)c2ncc(-c3cccc(C(F)(F)F)c3)[nH]2)cc1F (configuration not stated),nt,15.7,nt,6.4,-14.3,4.4,-16.3,nt,nt

# The list goes on:
SMILES,V1aR counter,TAAR1 agonist,OXTR ag,CHRM1 PAM,TAAR1 antagonist,M1 ag,M1 antag,CHO parental Ca,OXTR potentiate
COc1ccc(Br)cc1CN(C)C(C)C(=O)Nc1cccc(C(C)=O)c1 (configuration not stated),0.6,9.5,-1.9,-1.7,-11.7,-10.5,-1.5,-24.5,-6.7
COc1ccc(-c2cc3c(=O)n(CC(=O)NCc4ccc(F)cc4)ncn3n2)cc1,1.6,3.3,1.2,-6.0,-18.1,1.1,12.3,-0.1,-5.6
COc1ccccc1C(=O)N1CCN(c2nc3cc(C)cc(C)c3cc2C#N)CC1,nt,2.4,nt,13.9,3.6,-1.7,-10.9,nt,nt
COc1cc(OC)cc(-c2n[nH]c(=S)n2-c2cc(OC)ccc2OC)c1,0.3,9.5,0.2,1.6,-6.0,-2.2,2.2,-8.9,-6.2
COc1ccc(NC(=O)NCc2ccc3c(c2)OCO3)cc1,1.1,14.7,-0.1,6.0,10.7,-7.0,-8.8,-8.2,-7.3
O=C(NCc1cccs1)C1CC(=O)N(c2ccc(Cl)cc2)C1 (configuration not stated),-0.6,0.3,-1.1,5.4,-1.8,-10.0,-9.7,-12.7,-10.8
COc1ccc(NC(=O)Nc2ccc3c(c2)N(C)C(=O)CS3)cc1OC,2.5,2.4,0.5,-3.9,16.7,1.6,-8.1,11.4,-5.6
Oc1cccc(NC(=S)Nc2cccnc2)c1,0.7,0.1,2.0,3.8,6.4,-2.4,-5.7,12.3,-6.2
COc1ccc(-c2c(-c3ccsc3)oc(=O)c3cc(OC)c(OC)cc23)cn1,-0.9,17.6,-1.6,-7.0,15.1,-3.0,16.8,-19.9,4.7
CC(=O)N1Cc2cc([N+](=O)[O-])ccc2Oc2ccccc21,1.4,5.4,-0.2,6.1,11.7,-8.3,-7.0,-1.6,2.5
O=C(Cc1cccc2ccccc12)Nc1ccc2oc(-c3ccccc3)nc2c1,1.4,-0.9,0.4,4.1,-11.0,-3.2,-6.7,-18.2,-14.5
